Ba/F3 V617F tox – reduced viability of JAK2V617F-dependent Ba/F3 cells, primary screen, JAK2V617F inhibitor project, cell-based, Ba/F3 EpoR-JAK2V617F, luminescence | ATP luminescence | inhibition, % at 5.6 µM | 220,000 compounds, 1.1% hits | AID 1446, 2008;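 active = inhibition above the campaign mean plus 3 SD over all tested compounds, cut at about 24% in these data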;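 note: cytokine-independent growth of Ba/F3 cells driven by EpoR plus mutant JAK2; 0% = DMSO-treated cells and 100% = JAK inhibitor I control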
Wee1 degr inh – Wee1 degradation inhibitors, primary screen, cell-based, HeLa, Wee1K328M-luciferase, luminescence. 220,000 compounds, 1.2% hits. reporter increase, % at 5 µM. HeLa Luc-Wee1K328M stability; 100% = proteasome inhibitor MG132 effect;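 active = activation above the mean of all tested compounds plus 3 SD, set per screening run, cut at about 8.8% in these data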;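 note: cells exposed to compound for 20 h before luminescence read; 0% = DMSO alone and 100% = MG132 at 30 µM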
PERK inh – block of dimerizer-induced PERK translation repression, primary screen, PERK inhibitor project, CHO PERK-DD cells, SEAP luminescence, HTS. inhibition, % at 5.6 µM. 220,000 compounds, 0.17% hits. CHO PERK-DD fusion, SEAP luminescence translation reporter. Eukaryotic translation initiation factor 2-alpha kinase 3 (Homo sapiens), Q9NZJ5;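 active = inhibition above the mean inhibition of all tested compounds plus 3 SD, set separately per screening campaign, cut at about 2.9% in these data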;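 note: PERK kinase domain activated by AP20187 dimerizer at 100 nM; 0% = DMSO with dimerizer and 100% = rapamycin at 8.4 µM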
Target sequence (Q9NZJ5 whole entry, looked up, the tested form may be a part): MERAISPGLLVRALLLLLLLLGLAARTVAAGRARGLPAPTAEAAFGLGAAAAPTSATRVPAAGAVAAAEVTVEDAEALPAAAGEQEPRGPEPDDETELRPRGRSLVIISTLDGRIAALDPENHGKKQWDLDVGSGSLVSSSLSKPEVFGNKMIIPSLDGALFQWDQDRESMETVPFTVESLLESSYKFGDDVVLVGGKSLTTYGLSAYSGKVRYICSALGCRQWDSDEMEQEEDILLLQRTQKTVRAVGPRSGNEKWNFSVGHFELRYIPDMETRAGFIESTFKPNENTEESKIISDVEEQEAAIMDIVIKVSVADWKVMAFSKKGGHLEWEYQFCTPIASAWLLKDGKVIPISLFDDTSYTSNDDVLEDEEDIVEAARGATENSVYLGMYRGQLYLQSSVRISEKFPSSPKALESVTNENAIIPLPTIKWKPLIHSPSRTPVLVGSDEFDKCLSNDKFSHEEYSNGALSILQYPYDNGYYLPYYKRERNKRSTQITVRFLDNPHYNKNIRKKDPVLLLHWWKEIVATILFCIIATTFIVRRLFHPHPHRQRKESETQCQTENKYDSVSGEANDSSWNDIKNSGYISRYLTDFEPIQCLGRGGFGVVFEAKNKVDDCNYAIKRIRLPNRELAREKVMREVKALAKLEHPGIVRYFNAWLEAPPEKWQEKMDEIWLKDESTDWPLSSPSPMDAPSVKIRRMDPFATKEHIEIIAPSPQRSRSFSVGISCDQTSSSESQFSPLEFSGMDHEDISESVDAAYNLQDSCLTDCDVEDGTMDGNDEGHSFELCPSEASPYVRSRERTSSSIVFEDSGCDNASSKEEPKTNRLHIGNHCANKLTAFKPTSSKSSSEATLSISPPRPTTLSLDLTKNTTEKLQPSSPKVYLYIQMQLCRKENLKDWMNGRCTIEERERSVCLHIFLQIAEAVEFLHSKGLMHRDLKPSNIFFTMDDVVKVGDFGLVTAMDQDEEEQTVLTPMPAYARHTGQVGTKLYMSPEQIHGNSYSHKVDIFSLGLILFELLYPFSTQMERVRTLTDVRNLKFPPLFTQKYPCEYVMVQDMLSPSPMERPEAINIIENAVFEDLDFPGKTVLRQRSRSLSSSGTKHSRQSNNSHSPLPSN
MDM2 E3 inh – MDM2-luciferase reporter signal enhancers, primary screen, MDM2 E3 ligase inhibitor project, cell-based, luminescence, 1536-well | cell-based MDM2 ubiquitination luciferase reporter, 2 h; 0 = plate control, 100 = twice control, blank-subtracted | signal enhancement, % at 5 µM | 210,000 compounds, 0.11% hits | AID 1230, 2008 | E3 ubiquitin-protein ligase Mdm2 (Homo sapiens), Q00987;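 active = signal enhancement of 30% or more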;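 note: luminescence tracks abundance of the self-degrading MDM2-luciferase fusion protein; higher signal means inhibition of MDM2 E3 ligase activity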
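Assay system: mammalian cells stably expressing self-ubiquitinating, self-degrading MDM2 E3–luciferase fusion. Quantity: 2000 cells in each well. Medium: DMEM culture medium. Compound dosing: single-point 5 µM. Timing: cell settling 4 h, compound treatment 2 h, both 37 °C. Technique: luciferase luminescence. Read-out basis: percent signal gain over controls, blank-subtracted. Benchmarks: plate controls and plate blanks.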
S1P4 antagonist – S1P4 receptor antagonists, primary screen, cell-based; 220,000 compounds, 0.26% hits; inhibition, % at 4.98 µM; S1P4-expressing cells, antagonist mode, reporter read-out; Sphingosine 1-phosphate receptor 4 (Homo sapiens), O95977; in the data active = inhibition above about 29%;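 note: 0% = wells stimulated with agonist and 100% = vehicle wells without agonist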
S1P4 agonist – S1P4 receptor agonists, primary screen, cell-based. Sphingosine 1-phosphate receptor 4 (Homo sapiens), O95977. S1P4-expressing cell line, agonist reporter assay. activation, % at 4.98 µM. 220,000 compounds, 0.35% hits. AID 1509, 2009; in the data active = activation above about 11%;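 note: 0% = DMSO vehicle and 100% = reference agonist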
eIF4E 4G PPI – eIF4E–eIF4G protein interaction inhibitors, primary screen, biochemical, uHTS, TR-FRET, eIF4GI fragment; Eukaryotic translation initiation factor 4E (Mus musculus) + Eukaryotic translation …; AID 782, 2007; inhibition, % at 21.7 µM; TR-FRET eIF4E-eIF4GI(517-606) binding, 2 h; 220,000 compounds, 0.37% hits;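 active = inhibition above about 30%, limit read from the data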;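 note: 0% = full FRET control wells and 100% = background wells lacking eIF4GI fragment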
BaF3 tox – parental Ba/F3 cell viability inhibition, counter-screen for JAK2V617F inhibitor project, murine pro-B, CellTiter-Glo luminescence | AID 1486, 2009 | CellTiter-Glo ATP luminescence | 220,000 compounds, 1.1% hits | inhibition, % at 5.6 µM;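 active = inhibition above a per-campaign cutoff, the mean inhibition of all tested compounds plus 3 SD, cut at about 27% in these data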;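 note: 0% = DMSO wells and 100% = JAK Inhibitor I control wells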
NPY-Y2 PAM-ag – NPY-Y2 potentiators or agonists, primary screen, cell-based. Neuropeptide Y receptor type 2 (Homo sapiens), P49146. cells expressing NPY-Y2, potentiator/agonist read-out. activation, % at 3.6 µM. 220,000 compounds, 0.45% hits. AID 1359, 2008; in the data active = activation above about 27%;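 note: cells stimulated with NPY near EC25 plus isoproterenol at EC100; 0% = vehicle plus submaximal agonist and 100% = vehicle plus saturating agonist; some results beyond the cut were filed as inactive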
Active calls of the source: *; nt = not tested or not shown; [ ] = dose if it differs, or a comment.

cpd | mol | Ba/F3 V617F tox | Wee1 degr inh | PERK inh | MDM2 E3 inh | S1P4 antagonist | S1P4 agonist | eIF4E 4G PPI | BaF3 tox | NPY-Y2 PAM-ag
1 | CC(C)C(=O)Nc1ccc(C(=O)Nc2ccc(Br)cc2F)cc1 | 2 | 4 | 0.0 | 0 | -9 | 0.1 | -4 | 1 | 8
2 | Cc1nnc(SCc2nc3ccccc3s2)n1N | -1 | -2 | 0.7 | -19 | -8 | 1.2 | -2 | 5 | 2
3 | CC1=CCC2C(=O)N(c3ccc(N4CCOCC4)cc3)C(=O)C2C1 (stereo not drawn) | -4 | 1 | 0.7 | -6 | 4 | 1.3 | -1 | 2 | -12
4 | CN1CCN(C(=O)CCC(=O)c2ccc(F)cc2)CC1 | 6 | 2 | 0.3 | 3 | -2 | 1.9 | 0 | 9 | -10
5 | O=C(Cn1cc(C(F)(F)F)ccc1=O)N1CCN(S(=O)(=O)c2ccccc2)CC1 | -3 | -2 | -0.3 | -15 | -5 | 0.9 | 3 | 1 | 0
6 | COc1ccc(S(=O)(=O)N2CCCC(C(=O)Nc3ccc4c(c3)OCCO4)C2)cc1 (stereo not drawn) | 2 | -1 | -1.8 | -8 | -4 | 3.5 | 1 | 3 | -20
7 | O=C(OCC(=O)N1CCN(c2ccccc2)CC1)c1ccc[n+]([O-])c1 | 1 | 2 | 1.7 | -20 | -4 | 1.0 | 3 | 10 | -1
8 | CN(C)CC1(c2ccccc2)CCCC1 | 0 | 1 | 0.6 | -10 | -15 | 1.8 | -3 | 3 | 2
9 | COc1ccc(C(CC(=O)O)NC(=O)c2cc3cc(Br)ccc3oc2=O)cc1OC (stereo not drawn) | -2 | -3 | 0.0 | -6 | -10 | -0.3 | 4 | -1 | -24
10 | CCOC(=O)c1cnc(SCC(=O)N2CCOCC2)nc1N | 1 | 3 | -0.6 | -7 | 4 | 1.9 | 2 | -1 | -4
11 | CN(c1ccccc1)S(=O)(=O)c1ccc(C(=O)Nc2nnc(C3=COCCO3)o2)cc1 | 1 | 1 | 1.5 | -7 | -18 | -0.8 | -6 | 4 | 4
12 | Cc1ncoc1C(=O)Nc1nccs1 | 0 | 1 | 1.0 | 1 | -3 | 1.2 | 3[fluorescence artefact?] | 1 | 4
13 | CC(C)C/C(O)=C/c1nc2cc(Cl)ccc2oc1=O | 7 | 1 | 0.4 | -13 | -5 | -1.4 | 0 | 3 | 11
14 | COc1ccc(-c2ccc(-c3noc(-c4ccccc4OC)n3)c(OC)n2)cc1 | 2 | -3 | 0.1 | nt | -2 | -1.6 | -25 | 6 | 10
15 | O=c1c(Cc2ccccc2)c(O)ccn1Cc1ccco1 | 0 | 2 | 0.5 | -6 | -8 | 2.2 | 0 | 4 | 3
16 | Cc1ccc(NC(=O)c2sc(Cl)nc2-c2ccccc2)cc1 | -2 | 0 | -0.8 | -16 | -17 | -0.6 | -2 | 0 | -15
17 | COc1ccc(CN(Cc2ccccn2)C(=O)CN2C(=O)COc3ccccc32)cc1 | -1 | 1 | -1.5 | -19 | -11 | 1.6 | -3 | 1 | -11
18 | CCOc1nc(C#N)nc(N2CCCCC2)n1 | -1 | 0 | 0.7 | -20 | 0 | 0.0 | -5 | 6 | -1
19 | COc1ccc(Cn2nnnc2CN2CCc3ccccc3C2)cc1 | -3 | 0 | -1.0 | -46 | 9 | -3.2 | -7 | 0 | -12
20 | Cc1ccc(S(=O)(=O)N2CCC(C(=O)NNC(=O)c3ccc(F)cc3)CC2)cc1 | 1 | 0 | -0.3 | -11 | -14 | 1.3 | -1 | 1 | -9
21 | Cc1ccccc1N(CC(=O)N1CCN(c2ccccc2)CC1)S(C)(=O)=O | -2 | 8 | -0.5 | -7 | 5 | -2.2 | 1 | 3 | 3
22 | CCOc1[nH]c(/N=C/c2ccco2)c(C#N)c1C#N | 0 | -2 | 1.4 | -16 | -12 | 0.4 | 6[fluorescence artefact?] | 0 | -1
23 | c1ccc(CC(Nc2ccccn2)c2ccccc2)cc1 (stereo not drawn) | -5 | 1 | 0.7 | -3 | 7 | -0.5 | 3 | 1 | 10
24 | C/C(CC(=O)NCc1ccc(F)cc1)=N\NC(N)=S | -1 | 2 | -0.1 | -9 | 4 | 0.2 | -3 | 2 | 7
25 | C#CCSc1nnnn1-c1cccc(Cl)c1 | 0 | -1 | 0.1 | -9 | -1 | -1.8 | 0 | -2 | -5
26 | CCCc1cc(=O)[nH]c(SCC(=O)N2CCN(S(=O)(=O)c3ccc(C)cc3)C2)n1 | 0 | -2 | 0.2 | -28 | 4 | -1.5 | 4 | 7 | -9
27 | C=CCn1c(SCC(=O)Nc2cc(C)on2)nc2sc(C)c(C)c2c1=O | 0 | 3 | -0.6 | -7 | -13 | -2.0 | 1 | 5 | 4
28 | CCOC(=O)c1cc(-c2cccs2)nc2c1c(C)nn2-c1ccccn1 | 2 | -1 | -0.8 | -18 | 4 | 0.2 | 1 | -1 | -22
29 | O=C(NCc1ccc(F)cc1)C1CCN(S(=O)(=O)N2CCCC2)CC1 | 6 | -2 | -0.7 | -3 | -8 | 2.4 | 2 | 10 | -11
30 | CCCC(=O)C1=C(SCC)CC(C)(C)C(C(=O)OC)C1=O (stereo not drawn) | -5 | 0 | 1.0 | -20 | -25 | -0.2 | -4 | 1 | 5
31 | O=c1[nH]c(SCc2ccc(F)cc2)nc2c1cnn2-c1ccc(F)cc1 | -1 | -2 | 1.3 | nt | -2 | -1.3 | nt | 4 | -13
32 | O=c1c(=O)n(O)c2ccccc2n1O | 4 | -2 | 1.0 | -11 | 0 | -1.3 | 5[fluorescence artefact?] | 5 | 1
33 | Cc1cccc(NC(=O)CSc2nc(COc3ccccc3)nc3ccccc23)c1C | 0 | -2 | -0.4 | -12 | -23 | 1.4 | -34 | 4 | 2
34 | CC(=O)Nc1ccc(S(=O)(=O)n2cnc3ccccc32)cc1 | -3 | 1 | 0.8 | -1 | -8 | 2.1 | 6 | 0 | 3
35 | Cc1cc(C)nc(N/C(=N\S(=O)(=O)Cc2ccccc2)Nc2ccccc2Br)n1 | -5 | -4 | 1.3 | -3 | -17 | -1.3 | 3 | 4 | -3
36 | CCOc1ccc(C(=O)NCc2cccs2)cc1 | -2 | -2 | 1.1 | 0 | -4 | 2.9 | 1 | 5 | 4
37 | COCCNc1nnc(SCC(=O)c2ccc3c(c2)OCO3)s1 | -1 | 0 | -0.6 | -14 | -4 | 0.6 | -1 | 8 | -14
38 | CN1CCCC(OC(=O)c2cc(Cl)cc(Cl)c2)C1 (stereo not drawn) | -4 | -1 | 1.2 | -21 | 9 | -1.7 | 2 | -6 | 8
39 | Cc1ccc(NC(=O)CSc2n[nH]c(C)c2[N+](=O)[O-])cc1C | -2 | -4 | -0.2 | -9 | -12 | 2.6 | 1 | 3 | 6
40 | CCOC(=O)Cn1nnnc1CN(Cc1ccc(OC)cc1)Cc1cc2cc(CC)ccc2[nH]c1=O | 0 | -3 | -1.2 | -14 | -9 | -4.9 | -1 | -1 | -1
41 | O=C(/C=C/c1ccccc1)NC(=O)c1ccccc1O | -1 | 6 | 0.8 | nt | -8 | 0.5 | -12 | -6 | -23
42 | C#CCOCCOCCOCCNc1nc(N2CCN(C(=O)[C@H](C(C)C)n3cc(CCO)nn3)CC2)nc(N2CCN(C(=O)[C@H]([C@@H](C)CC)n3cc(CCCN=C(N)N)nn3)CC2)n1 | 2 | 0 | 0.2 | nt | 5 | 1.9 | -3 | 6 | 9
43 | CCCCOC(C)n1cc(F)c(=O)[nH]c1=O (stereo not drawn) | -2 | 1 | 0.5 | -5 | 7 | 0.6 | 11[fluorescence artefact?] | 7 | 5
44 | Cc1c(C(=O)NCCc2ccc3c(c2)OCCO3)oc2ccccc12 | 0 | 6 | 0.5 | -13 | -16 | -2.5 | 0 | 3 | -22
45 | CCS(=O)(=O)Nc1ccc(C2=NN(C(C)=O)C(c3cccs3)C2)cc1 (stereo not drawn) | 11 | 5 | 0.1 | 14 | 0 | -0.5 | 0 | 15 | 12
46 | COc1ccc(S(=O)(=O)Nc2ccc3oc(C)c(C(=O)O)c3c2)cc1 | -5 | -1 | 1.3 | -7 | -13 | 4.2 | -2 | -1 | -8
47 | COc1cccc(C(=O)c2c(C)c(CCC#N)n3ccccc23)c1OC | -1 | -3 | -0.2 | -4 | 5 | 0.9 | 1 | 2 | 4
48 | Cc1ccc(NS(=O)(=O)c2cccc(C(=O)Nc3cc(C)on3)c2)cc1 | 0 | 4 | -0.1 | -4 | -10 | 1.9 | 5 | 3 | 21
49 | CC1CN(C(=O)c2cccs2)CC(C)O1 (stereo not drawn) | 1 | 1 | 0.7 | -7 | -14 | 2.1 | 2 | 6 | -16
50 | N#CCn1c(C2CCCCC2)nc2ccccc2c1=O | -2 | -2 | 1.4 | 5 | -15 | -1.6 | 3[fluorescence artefact?] | 10 | 1

The list continues.
cpd | mol | Ba/F3 V617F tox | Wee1 degr inh | PERK inh | MDM2 E3 inh | S1P4 antagonist | S1P4 agonist | eIF4E 4G PPI | BaF3 tox | NPY-Y2 PAM-ag
51 | O=C(O)c1cccc(Nc2ncnc3ccccc23)c1 | 1 | 2 | 1.1 | -3 | -16 | 2.2 | -3 | 10 | 14
52 | C=CCN(CC=C)CCOc1ccccc1F | -3 | 0 | 1.2 | -7 | -13 | -0.1 | 2[fluorescence artefact?] | 3 | -2
53 | Cc1ccc(C)n1-c1nccc(-c2cccs2)n1 | -1 | 0 | 0.8 | -14 | -4 | 3.7 | -5 | 2 | -10
54 | CCOc1ccc(-c2csc(NC(=O)CSC3=NC(=O)CN3C(C)=O)n2)c2ccccc12 | 2 | -2 | -0.3 | -12 | 5 | 2.2 | 5[fluorescence artefact?] | 3 | 13
55 | Cc1cccc[n+]1CC(=O)N1c2ccccc2Sc2ccccc21 | 2 | -1 | 1.0 | -7 | 6 | 0.7 | -1 | 13 | 5
56 | COc1ccc(N2CC(C(=O)N/N=C/c3ccc([N+](=O)[O-])cc3)CC2=O)cc1 (stereo not drawn) | 0 | 1 | 1.4 | -5 | -7 | -1.5 | -8 | 2 | 9
57 | COc1ccc(Cn2c(=O)[nH]c3cc(C(=O)NC4CCN(Cc5ccccc5)CC4)ccc32)cc1 | 4 | 0 | 1.0 | 3 | -5 | -0.2 | 2 | 6 | -8
58 | CC1CC(O)(Cc2ccccc2)C(C)CN1C (stereo not drawn) | 2 | 0 | -0.7 | 0 | -15 | 0.0 | 2 | 4 | 13

Bioassay records from PubChem BioAssay.

Compounds as they come, and some 4.1% of all compounds hit somewhere here.
